Screening results deposited in PubChem BioAssay by National Center for Advancing Translational Sciences (NCATS).
GLP-1R inv ag: acts as inverse agonist at human GLP-1 receptor. P43220. HEK293 GLP-1R CRE-luciferase, luminescence, 24 h; GLP-1R form is constitutively active. Potency, µM (doses to about 38.3 µM), inactives show at the top dose activity change, negative = inhibition, most hits filed as inhibitors. 410,000 compounds, 1.6% hits; note: potency is the fitted concentration of half-maximal effect; % is set by controls: 0 for no effect and ±100 for the full control effect; nearly all actives have a fitted effect of over 55% in size
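Using stably transfected HEK293 (constitutively active GLP-1R, cAMP-luciferase reporter), compounds were incubated 24 hr and luciferase measured by luminescence.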
IL2 activator: activates IL-2 in a cell-based reporter assay | 360,000 compounds, 0.065% hits | activation, % (series mostly up to about 46 µM) | IL-2 activation reporter assay, cell-based qHTS; stimulated with anti-CD3/CD4/CD28 beads; in transgenic mouse T cells | AID 652025; in the data active = activation above about 50%; inconclusive = mostly about 30% to 49%; note: 0% is about no effect
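EGFP and DsRed fluorescence is measured by plate cytometry in unstimulated transgenic mouse T cells exposed to compound for 60 minutes, then stimulated 18 hours at 37 degrees C with anti-CD3/anti-CD4 beads plus anti-CD28.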
WRN helicase inh: inhibitors of human WRN helicase | WRN helicase unwinding, fluorescent forked duplex, kinetic | Potency, µM (top dose mostly 114 µM), for inactives: at the top dose activity change, negative = inhibition, hits mostly inhibitors | 360,000 compounds, 0.46% hits | AID 651768; note: potency is the fitted concentration of half-maximal effect; % is set by controls: 0 for no effect and ±100 for the full control effect; nearly all actives have a fitted effect of over 55% in size
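Screening of the MLSMR collection measured strand separation of a quenched forked DNA duplex (100 nM) by 20 nM WRN with 2 mM ATP, all final. Compounds were preincubated with enzyme 15 min at room temperature.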
GLP1R cytotox: cytotoxicity counter-screen for GLP-1 receptor inverse agonists; HEK293 cAMP-luciferase reporter cells, luminescence, 24 h; Potency, µM (doses to about 38.3 µM), for the others: top-dose activity change, negative = inhibition, usual class: inhibitors; AID 624418; 410,000 compounds, 0.13% hits;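 note: loss of luciferase light is scored as toxicity; potency is the fitted concentration of half-maximal effect; % is set by controls: 0 for no effect and ±100 for the full control effect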
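Here, cytotoxicity is scored as loss of luminescence. The MLSMR collection was tested on cells seeded in medium containing 10% Nu serum, with a 24 hr compound exposure preceded by 12 hours of culture.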
PI5P4Ka inh: PI5P4K alpha (human) kinase inhibition; P48426; PI5P4Kalpha enzyme, ADP-Glo luminescence, 60 min; hits give low values; max response, %; 330,000 compounds, 1.2% hits; active = max response of -50% or lower; inconclusive = between -30% and -50%; inactive = -30% or higher; note: value at the top dose of about 77 µM; % is set by controls: 0 for no effect and ±100 for the full control effect
Target sequence (P48426 whole entry, looked up): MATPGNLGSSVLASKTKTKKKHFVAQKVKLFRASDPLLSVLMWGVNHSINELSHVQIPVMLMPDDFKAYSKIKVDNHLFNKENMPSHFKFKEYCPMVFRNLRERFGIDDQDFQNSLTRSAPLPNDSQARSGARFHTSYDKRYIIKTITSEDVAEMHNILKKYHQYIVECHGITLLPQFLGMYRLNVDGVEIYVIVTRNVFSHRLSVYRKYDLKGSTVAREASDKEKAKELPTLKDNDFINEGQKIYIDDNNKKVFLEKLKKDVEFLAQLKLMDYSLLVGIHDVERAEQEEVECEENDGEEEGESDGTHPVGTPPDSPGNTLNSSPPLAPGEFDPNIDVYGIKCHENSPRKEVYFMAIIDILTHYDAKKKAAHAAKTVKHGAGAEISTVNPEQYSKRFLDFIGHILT
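Single end-point luminescence (ADP-Glo) quantified ADP from PI5P4Kalpha turnover; ATP 5 microM final, 1 h at RT, 0.1% CHAPS and 0.28 mM EGTA in HEPES pH 7.4.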
DRD3 agonist: activates the human D3 dopamine receptor; 410,000 compounds, 0.58% hits; AID 652048; max activation, %; D3R DiscoveRx beta-arrestin cells, luminescence, 90 min; in the data active = max activation above about 30%; note: 0% is about no effect; mostly tested at two doses, the higher about 12 µM
Target sequence (P35462 whole entry, looked up): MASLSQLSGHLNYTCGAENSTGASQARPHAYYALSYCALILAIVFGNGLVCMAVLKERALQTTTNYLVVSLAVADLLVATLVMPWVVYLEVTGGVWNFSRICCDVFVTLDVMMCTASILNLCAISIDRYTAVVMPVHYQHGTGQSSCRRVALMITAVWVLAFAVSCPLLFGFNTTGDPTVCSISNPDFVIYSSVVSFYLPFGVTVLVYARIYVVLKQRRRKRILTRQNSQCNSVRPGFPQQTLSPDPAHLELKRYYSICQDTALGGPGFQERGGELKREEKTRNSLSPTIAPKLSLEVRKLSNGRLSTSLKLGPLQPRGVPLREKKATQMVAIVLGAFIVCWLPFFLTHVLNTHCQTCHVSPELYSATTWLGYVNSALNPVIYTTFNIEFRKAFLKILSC
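Agonist-mode cell screen: cells plated at 1500/well and incubated overnight at 37 °C, then exposed to library compounds for 90 min at 37 °C. Detection reagent was added for 30–60 min at room temperature, and luminescence was read.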
DRD3 antagonist: antagonists of human D3 dopamine receptor; P35462; 360,000 compounds, 2.5% hits; D3R cells, DiscoveRx beta-arrestin luminescence, antagonist mode; hits give low values; max response, negative = inhibition, %; in the data active = max response below about -50%; inconclusive = no clear call, values can overlap the other calls; note: % is set by controls: 0 for no effect and ±100 for the full control effect; mostly tested at two doses, the higher about 12 µM
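Cells expressing the human receptor were seeded at 1500 cells/well, incubated overnight at 37 degrees C in 5% CO2, then exposed to library compounds with dopamine controls for 90 minutes at 37 degrees C before luminescent detection.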
PLK1 PBD inh: inhibitors of human PLK1 polo-box domain binding. Potency, µM, inactives show max response, negative = inhibition, usual class: inhibitors. AID 720504. 360,000 compounds, 2.8% hits. Plk1 PBD binding of FITC phosphopeptide, fluorescence polarization. P53350; note: potency is the fitted concentration of half-maximal effect; series mostly up to about 57 µM; % is set by controls: 0 for no effect and ±100 for the full control effect; nearly all actives have a fitted effect of over 65% in size
GLP-1R agonist: agonists of human GLP-1 receptor | HEK293 GLP-1R CRE-luciferase, luminescence, 4-6 h; cells express a hypersensitive GLP-1R form | 380,000 compounds, 0.007% hits | Potency, µM (top dose mostly 45.6 µM), inactives show at the top dose activation, actives largely listed as activators | AID 624172; note: potency is the fitted concentration of half-maximal effect; % of control where 0% means no effect
Starred values were filed as active, the others as inactive; ? = inconclusive; . = not tested or not shown; & = joins results of further samples; [ ] = dose if it differs, or a comment. Unless noted, calls come from the whole dose curve; as a rule, active = well fitted curve in the direction sought with a large enough effect; inconclusive = small, poorly fitted or top-dose-only effect, or another doubt; inactive = no such curve, though single readings can be large; an effect the other way counts as inactive or inconclusive.

molecule,GLP-1R inv ag,IL2 activator,WRN helicase inh,GLP1R cytotox,PI5P4Ka inh,DRD3 agonist,DRD3 antagonist,PLK1 PBD inh,GLP-1R agonist
CCCN1CCN(CCCNC(=O)C(CC)n2nc(C)n3c(cc4occc43)c2=O)CC1 (stereo not given),-5%&16%,-0.6,-8%,-7%&1%,-1,-1&-14,2,-1%,12%
CSc1ccccc1NC(=O)CN(C)CC(=O)Nc1ccc(Cl)cc1F,?,1.1,-7%,10%,1,-4,0,-8%,15%
Fc1ccc2c(c1)C1C=CCC1C(c1cc3c(cc1Br)OCO3)N2 (stereo not given),-14%,0.3,-9%,-3%,.,0,16,-3%,-12%
Cc1cc(C)c(NC(=O)Cn2nnc(C(=O)NCc3ccc4c(c3)OCO4)c2N)c(C)c1,1%,0.2,-4%,-6%,-1,2,1,?,-3%
COc1ccc2nc(N3CCN(C(=O)c4ccc([N+](=O)[O-])o4)CC3)sc2c1,58%[activator],1.4,-1%,-10%,1,9,-19,-3%,14%
Cc1cccc(C2=NN(c3ccccc3)[C@@H](C(=O)N3CCOC3=O)[C@@H]2c2ccccc2)c1,?,1.1,-5%,6%,7,13,29,17%,-4%
N#Cc1ccccc1,-2%,3.0,7%,-5%,4,0,-5,-18%,-1%
Cc1onc(-c2ccccc2)c1C(=O)Nc1cccc(OC(C)C)c1,11µM*,1.3,-1%,-8%,2,0,-8,-4%,-4%
Cc1ccc(NC(=O)CN(C)C(=O)CSc2nccn2C)cc1,-10%,-0.7,-15%,15%,1,-3,-2,-11%,4%
O=C(Nc1nc2c(F)cc(F)cc2s1)c1ccc([N+](=O)[O-])o1,14%,-1.1,-2%,3%,-3,-3,-10,-20%,8%
CC(=O)Nc1ccc(C(=O)N2CC(=O)NC(=O)C2)cc1,0%,-2.4,-2%,?,7,3,-1,-3%,1%
CN(C(=O)NC1CCCCC1)[C@H]1C[C@H]2c3[nH]c4ccccc4c3CCN2C(=O)[C@H]1CO,-8%,-1.5,6%,-7%,0,2,2,-11%,13%
CCC(C)(NC(=O)c1ccccc1)C(=O)O (stereo not given),11%,-0.8,1%,1%,6,8,17,0%,0%
C=CCN(C(=O)Nc1ccccc1)C1CC(=O)N(c2ccc(OC)cc2)C1=O (stereo not given),5%,0.5,10%,1%,.,-3,-8,-6%,-5%
O=C(COC(=O)C1CCN(c2ccc(C(F)(F)F)cn2)CC1)Nc1ccc(F)cc1[N+](=O)[O-],26%,3.5,-8%,-3%,8,9,0,-10%,9%
O=C(Nc1c2c(nn1-c1ccc(F)cc1)CS(=O)C2)c1ccc2c(c1)OCO2 (stereo not given),7%,-3.4,?,15%,-10,-5,-18,-8%,-10%
CCN(CC)C(=O)c1ccc2nc([C@H]3C[C@H](O)[C@@H](CO)O3)[nH]c2c1,1%,-0.6,-3%,-2%,2,-3,-21,-19%,-7%
Cc1ccc(-c2cc(C(=O)Nc3nccs3)c3ccccc3n2)o1,10µM*,-2.7,-30%,28%,?,18,25,?,-20%
N#Cc1c(NC(=O)c2ccncc2)sc2c1CCC2,-9%,-1.2,?,-24%,.,0,-20,?,-5%
CCc1ccccc1N1C(=O)N(C)c2ccccc2S1(=O)=O,?,.,.,-16%,.,0,.,.,1%
CCOC(=O)C[C@H]1c2ccccc2S(=O)(=O)N1c1ccccc1,1%,-0.1,9%,?,3,9,-13,4%,-5%
COc1ccc(S(=O)(=O)N2CCCCCC2)cc1NC(=O)Cc1ccccc1F,?,-0.4,-5%,-21%,2,-1,-2,-10%,15%
CC(=O)Oc1ccccc1/C=C/c1nc2ccccc2c(=O)o1,?,-0.3,-23%,51%[activator],-26,-9,-13,-12%,-7%
CC(Oc1ccccc1)C(=O)NNC(=O)c1ccccn1 (stereo not given),?,-0.4,8%,?,-5,-1,3,-2%,-18%
O=C(N1CCN(c2ccccc2)CC1)C12CC3CC(CC(C3)C1)C2,?,-3.4,5%,-2%,3,26,0,-8%,-1%
Oc1c(Br)cc(/C=N/Nc2ccc(Cl)nn2)cc1Br,7%,-3.2,45µM*,-4%,-93*,4,-18,?,0%
O=C(c1cc(-c2ccco2)nc2ccccc12)N1CCN(Cc2ccccc2)CC1,-5%,0.0,-2%[11.6 µM],-4%,-26,-4,-24,-27%,18%
O=C1OCCOC2CCCc3oc(C4=CCCCC4)c1c32 (stereo not given),10%,-0.7,-5%,-3%,1,-3,5,-8%,-4%
N=c1c2ccccc2nc2n1CCCCCCCCCCC2,?,-3.3,1%,?,1,17,2,-1%,6%
CC(C)SCCCCOc1ccc2ccccc2c1,9%,0.1,2%,0%,.,-18,4,2%,-9%
CCC(=Nc1ccccc1O)C1=C(O)CC(c2ccccc2)CC1=O (stereo not given),?,0.2,-9%,?,3,-3,0,7%,0%
CN(/N=C/c1cc(Cl)cc(Cl)c1O)c1c(Cl)cccc1[N+](=O)[O-],8.9µM*,-0.3,-8%,-2%,1,-12,?,-13%,9%
CN(CC(=O)Nc1nc2ccccc2s1)S(=O)(=O)c1ccccc1,?,-0.4,-8%,-9%,24,0,65,-4%,-14%
CC1(C)C[C@@H](O)[C@]2(C)CC[C@]3(C)C(=CCC4[C@@]5(C)CC[C@H](O)[C@](C)(CO)C5CC[C@]43C)[C@@H]2C1 (stereo not given in full),10%,-0.2,6%,3%,3,10,53,-13%,-1%
CCOC(=O)C1CCN(C(=O)CN2C(=O)C(C(C)C)Oc3ccccc32)CC1 (stereo not given),15%,-0.1,-1%,1%,3,-34,6,-13%,9%
O=C(CCSCc1ccc(Cl)cc1)NC1CCCC1,?,-4.2,1%,-13%,11,2,12,3%,-1%
CC(=O)c1cc(C#N)c(SCc2ccc(F)cc2)nc1C,27%,-0.4,-15%,-3%,7,-18,0,-19%,4%
CCOc1ccccc1NC(=O)CN1CCC(NC(=O)Nc2ccccc2)CC1,?,-0.1,2%[57.1 µM],-9%,-2,-3,-1,-10%,25%
Cc1ccccc1OCC(=O)Nc1cccc(Cl)c1C,13%,0.0,-4%,6%,2,2,6,0%,0%
CCCN1CCC(Oc2cccc(C(=O)NCCc3ccccc3)c2)CC1,?,-1.0,-6%,?,1,-8,-3,-1%,8%
COc1cccc(-c2c(C#N)c(N)nc3c2c(C)nn3-c2ccccc2)c1O,?,0.0,-16%,0%,3,-4,?,2%,15%
Cc1cc(Cl)ccc1OCC(=O)N1C(C)CCCC1C (stereo not given),?,-2.8,7%,-16%,.,-1,18,-3%,11%
Cc1ccc(CNc2ccc(N3CCOCC3)cc2)cc1,18%,0.5,2%,-1%,-8,5,-22,-9%,22%
Cc1cc(NC(=O)c2cccc(S(=O)(=O)N3CC(c4ccccc4)CC3=O)c2)no1 (stereo not given),-10%,-5.5,1%,6%,0,-4,-20,-6%,-4%
O=[N+]([O-])c1cc(S(=O)(=O)N2CCCC2)ccc1OCc1ccccc1,-18%,-4.1,-7%,7%,8,-17,?,-3%,27%
CCc1ccc(-c2nc(C)c(CCO)c(=O)[nH]2)cc1,13%,-0.5,7%,-9%,0,1,1,-12%,7%
CCOC(=O)c1cnc2c(cnn2C)c1NCCC(O)C(F)(F)F (stereo not given),8%,-1.1,4%,-7%,.,15,11,-3%,8%
Cc1cc(/C=N/NC(=O)c2ccoc2C)cc(C)c1O,9%,-3.5,2%,3%,-2,-8,0,-6%,1%
COc1ccccc1-n1cc(CN2CCc3onc(-c4ccc(Br)cc4)c3C2=O)nn1,-8%,-0.4,-3%,-6%,0,3,54,2%,.
Cc1ccc(CNc2nc3c(c(=O)n(C)c(=O)n3C)n2Cc2ccc(Cl)cc2)cc1,2%,.,.,-5%,.,3,.,.,-2%
CCN(CC)c1ccc(/C=C/C(=O)c2cccnc2)cc1,23%,-2.2,-7%,1%,-2,-1,-7,-12%,4%
CC(=O)N1N=C(c2ccc(C(C)(C)C)cc2)OC1(C)C,?,-0.2,-2%,-5%,30,-3,1,-7%,16%
CCCOc1ccc(CSc2n[nH]c(C)n2)cc1,-1%,-2.7,1%,-3%,1,-18,-8,4%,5%
O=C(NCCN1CCN(c2cccc(Cl)c2)CC1)c1ccc(CSc2nc3ccncc3[nH]2)cc1,?,-1.3,-16%,-14%,8,49*,-21,-5%,17%
CCn1ncc(Cl)c1C(=O)Nc1cc(Cl)ccc1Cl,0%,-1.7,-9%,4%,.,-9,14,-4%,4%
CN(C)C(=O)CCc1nc2sc3c(c2c(=O)[nH]1)CCCC3,2%,0.1,-7%,-12%,4,-2,2,0%,0%
